NadD inh – inhibitors of S. aureus NadD, primary screen, biochemical, colorimetric, uHTS; purified NadD enzyme, colorimetric absorbance read-out; inhibition, % at 20 µM; actives 0.78% (n = 360,000); AID 602399, 2012; in the data active = inhibition above about 26%; note: some compounds past the cut are filed as inactive
SUMO1-SIM PPI – modulators of SUMO1 protein-protein interactions, primary screen, biochemical, uHTS. inhibition, % at 20 µM. SUMO1 binding to a labelled peptide, TR-FRET, 1 h. actives 0.33% (n = 360,000). AID 602429, 2012. Small ubiquitin-related modifier 1 (Homo sapiens), P63165; in the data active = inhibition above about 37%
NRP1-CendR mod – modulators of CendR peptide binding to NRP-1, primary screen, biochemical, fluorescence polarization, uHTS | Neuropilin-1 (Homo sapiens), O14786 | FAM-RPARPAR peptide binding to NRP-1 | inhibition, % at 25 µM | actives 0.85% (n = 360,000) | AID 602438, 2012;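 active = inhibition or corrected inhibition above about 18%, plus a signal ratio from 0.5 to 1.5, limit read from the data, passing the limit was not always enough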; note: strong numbers were not always called active
Target sequence (O14786 whole entry, looked up): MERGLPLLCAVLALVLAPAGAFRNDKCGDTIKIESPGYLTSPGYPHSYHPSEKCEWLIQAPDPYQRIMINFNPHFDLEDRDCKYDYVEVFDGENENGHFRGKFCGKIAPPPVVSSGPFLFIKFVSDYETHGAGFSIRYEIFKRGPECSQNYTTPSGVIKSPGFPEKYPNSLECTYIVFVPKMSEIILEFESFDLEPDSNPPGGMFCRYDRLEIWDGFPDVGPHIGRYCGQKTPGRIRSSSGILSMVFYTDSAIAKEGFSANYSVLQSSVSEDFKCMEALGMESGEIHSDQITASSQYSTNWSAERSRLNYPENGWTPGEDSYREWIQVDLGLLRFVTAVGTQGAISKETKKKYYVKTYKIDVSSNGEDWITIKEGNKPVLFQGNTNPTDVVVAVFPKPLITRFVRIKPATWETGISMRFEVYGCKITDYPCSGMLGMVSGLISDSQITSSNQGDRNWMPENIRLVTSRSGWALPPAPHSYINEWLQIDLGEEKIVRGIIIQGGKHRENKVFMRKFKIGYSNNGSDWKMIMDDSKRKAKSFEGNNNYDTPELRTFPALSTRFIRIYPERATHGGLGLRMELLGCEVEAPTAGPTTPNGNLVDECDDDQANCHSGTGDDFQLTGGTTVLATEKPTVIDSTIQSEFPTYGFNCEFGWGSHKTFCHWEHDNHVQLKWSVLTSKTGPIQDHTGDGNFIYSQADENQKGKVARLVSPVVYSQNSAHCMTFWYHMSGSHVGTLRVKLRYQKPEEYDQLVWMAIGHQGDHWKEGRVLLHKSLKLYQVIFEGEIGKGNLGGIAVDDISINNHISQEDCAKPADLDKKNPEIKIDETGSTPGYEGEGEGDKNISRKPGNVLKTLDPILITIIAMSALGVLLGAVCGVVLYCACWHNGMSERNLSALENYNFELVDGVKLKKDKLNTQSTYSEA
Neddylation inh – inhibitors of cullin neddylation, primary screen, biochemical, TR-FRET, uHTS, NAE and Ubc12; NEDD8-conjugating enzyme Ubc12 (Homo sapiens) + NEDD8-activating enzyme E1 regulatory …; calls only at 25 µM; actives 0.58% (n = 360,000); in the data active = inhibition above about 36%
LMPTP inh – LMPTP phosphatase inhibitors, primary screen, biochemical, fluorescence intensity, uHTS | inhibition, % at 20 µM | actives 0.22% (n = 360,000) | recombinant LMPTP-A, OMFP fluorogenic substrate | Low molecular weight phosphotyrosine protein phosphatase (Homo sapiens), P24666;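 active = compounds that cut the enzyme signal by at least half of the control window in the single-dose screen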;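 note: plate controls were DMSO wells with enzyme plus substrate for no effect and substrate without enzyme for full effect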
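Test system: LMPTP-A phosphatase enzyme. Amount: LMPTP-A at 0.625 nM final in the reaction. Reagent: OMFP substrate, 400 µM final. Times: 50 min at room temperature. Signal: endpoint fluorescence intensity from OMFP dephosphorylation. Read-out basis: % inhibition. Benchmarks: no-enzyme and uninhibited controls.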
Scp1 inh – Scp-1 phosphatase inhibitors, primary screen, biochemical, colorimetric, uHTS; actives 0.88% (n = 340,000); Recombinant Scp1, phosphopeptide, malachite green phosphate absorbance; Carboxy-terminal domain RNA polymerase II polypeptide A small phosphatase 1 (Homo …; inhibition, % at 20 µM;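 active = inhibition above about 50% at 20 µM, limit read from the data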;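 note: plate controls were DMSO wells with enzyme for no effect and wells lacking enzyme for full effect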
Target sequence (Q9GZU7 76-261 limits assumed): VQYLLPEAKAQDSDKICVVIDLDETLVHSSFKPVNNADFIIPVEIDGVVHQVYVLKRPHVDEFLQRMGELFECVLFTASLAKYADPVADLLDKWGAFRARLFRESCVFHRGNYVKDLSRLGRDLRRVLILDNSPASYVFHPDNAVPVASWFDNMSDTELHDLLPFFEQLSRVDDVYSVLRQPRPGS
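Test system: SCP-1 phosphatase catalytic domain, residues 76-261; measured by: colorimetric phosphate reagent with accelerator and stabiliser, absorbance at 630 nm; timing: enzyme reaction 45 min at room temperature, colour 5 min, stabilisation 30 min; also added: Phosphorylated 17-residue peptide substrate; compound dosing: one concentration, 20 µM, with 1.0% DMSO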
DNMT1 inh – human DNMT1 methyltransferase inhibitors, primary screen, biochemical, molecular beacon, fluorescence, HinP1I cleavage, uHTS | AID 588458, 2011 | actives 0.83% (n = 360,000) | inhibition (reported as % activation of signal), % at 10 µM; in the data active = inhibition above about 50%
Tb MetRS inh – T. brucei MetRS inhibitors, primary screen, biochemical, luminescence; methionyl-tRNA synthetase (Trypanosoma brucei brucei); purified T. brucei MetRS, ATP depletion, Kinase-Glo luminescence; inhibition, % at 11.9 µM; actives 0.4% (n = 360,000); AID 624268, 2012;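 active = inhibition above a per-plate cutoff of the control wells' mean inhibition plus 3 SD, cut at about 5.5% in these data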;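 note: 0% = DMSO wells median and 100% = median of wells with control inhibitor compound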
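assay system = parasite MetRS enzyme | timing = 15 min preincubation, 2 h reaction, all 25 °C | evaluation = percent inhibition relative to median high and low control wells | medium = HEPES buffer containing pyrophosphatase, BSA, spermine, DTT | compound = single dose, 11.9 µM final nominal, 0.9% final DMSO | detection = Kinase-Glo luminescence, ATP depletion format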
STEP block – STEP phosphatase inhibitors, primary screen, biochemical, fluorescence intensity, uHTS; recombinant STEP, OMFP fluorogenic substrate; inhibition, % at 20 µM; actives 0.25% (n = 360,000); AID 588621, 2011;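 active = inhibition at 20 µM, scaled per plate between control wells, above about 37%, limit read from the data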;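 note: 0% = DMSO with enzyme and substrate and 100% = substrate only without enzyme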
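Also added – OMFP at 25 µM · Test system – STEP tyrosine phosphatase · Technique – FITC-channel fluorescence of OMFP product · Schedule – 20 min at room temperature, dark · Evaluation – control-normalized % inhibition with plate pattern correction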
SKN-1 inh – suppressors of acrylamide-induced Pgst-4::GFP reporter in worms, primary screen, SKN-1 inhibitor project, whole organism, uHTS, GFP/RFP fluorescence ratio, strain VP596; C. elegans VP596 Pgst-4::GFP/RFP ratio, 24 h; inhibition, % at 21.8 µM; actives 0.49% (n = 360,000); AID 624304, 2012;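 active = interference check ratio from 0.5 to 1.5 plus GFP to RFP signal ratio inhibition reaching or exceeding a fixed threshold, cut at about 30% in these data, passing the limit was not always enough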; note: some compounds called inactive have numbers as strong as hits
Numbers without * were called inactive; i = inactive; . = no result given.

No.	molecule	NadD inh	SUMO1-SIM PPI	NRP1-CendR mod	Neddylation inh	LMPTP inh
1	COc1ccc(-c2cc(C(F)(F)F)nc(SCC(=O)NCc3cccs3)n2)cc1OC	-2	-1	4	.	0.2
2	COc1ccc(-c2ccc3c(c2)C2CC3CCN2C(=O)C(C)(C)C)cc1 (stereo unspecified)	-1	7	4	i	2.0
3	COc1ccc(N=C2C(=O)Nc3ccccc32)cc1	3	-17	1	i	-0.6
4	Cc1ncc(COCc2ccccc2)c(CO)c1OCc1ccccc1	-1	1	7	i	0.1
5	O=C(NCCN1CCOCC1)C1CCN(S(=O)(=O)N2CCCC2)CC1	-4	1	-5	i	-1.6
6	NS(=O)(=O)c1ccc(CNS(=O)(=O)c2ccc3ccccc3c2)cc1	-4	1	6	i	-0.2
7	N#Cc1ccc(-c2nc3c(Cl)cc(C(F)(F)F)cn3c2Cc2ccccc2C(F)(F)F)cc1	3	-1	1	i	0.5
8	CCc1cccc(C)c1NC(=O)CCCSc1nc2ccccc2s1	-1	-6	3	i	0.9

No.	Scp1 inh	DNMT1 inh	Tb MetRS inh	STEP block	SKN-1 inh
1	-13	-1	0.5	-1	13
2	-12	5	-1.4	1	14
3	1	-6	-0.2	-2	5
4	5	-5	-0.3	1	4
5	-13	0	-0.5	1	-12
6	5	0	0.0	2	2
7	.	.	0.0	.	4
8	-3	-2	-0.8	1	7

Going on with the list.
No.	molecule	NadD inh	SUMO1-SIM PPI	NRP1-CendR mod	Neddylation inh	LMPTP inh
9	Cc1cc(NC(=O)c2cc(-c3ccccc3)on2)no1	-1	-2	5	i	-1.6
10	O=C(CCC(=O)Nc1ccc(F)cc1)N/N=C/c1cccs1	1	-16	15	i	0.7
11	COc1cc(CN2CCC(CO)(Cc3cccc(C(F)(F)F)c3)CC2)ccc1F	-9	2	3	i	-2.1
12	O=C(NCCCN1CCCC1=O)C1CCC(CNS(=O)(=O)c2ccc(Cl)cc2)CC1 (stereo unspecified)	0	-5	6	i	-0.6
13	CC(C)N1C/C(=C/c2cccnc2)C(=O)/C(=C/c2cccnc2)C1	0	-1	4	i	-2.0
14	c1ccc(Cn2nc(-c3ccccc3)nc2-c2ccccc2)cc1	-4	1	-6	i	2.1
15	CC(=O)Nc1ccc(S(=O)(=O)NC(C(=O)O)C(C)C)cc1 (stereo unspecified)	11	-3	-6	i	0.1
16	O=C(CNC(=O)c1cccc(Cl)c1)N/N=C/C=C/c1ccccc1	1	-9	1	i	-0.5

No.	Scp1 inh	DNMT1 inh	Tb MetRS inh	STEP block	SKN-1 inh
9	-6	10	-0.6	-1	-8
10	4	3	-0.2	2	28
11	0	3	-0.6	0	-3
12	3	-1	-0.6	-1	2
13	-14	2	0.0	-10	4
14	2	2	0.3	1	4
15	-2	0	-0.8	-5	4
16	-4	-5	0.2	9	-1

Compounds shown so far containing a CF3 group:
No.	molecule	NadD inh	SUMO1-SIM PPI	NRP1-CendR mod	Neddylation inh	LMPTP inh
1	COc1ccc(-c2cc(C(F)(F)F)nc(SCC(=O)NCc3cccs3)n2)cc1OC	-2	-1	4	.	0.2
7	N#Cc1ccc(-c2nc3c(Cl)cc(C(F)(F)F)cn3c2Cc2ccccc2C(F)(F)F)cc1	3	-1	1	i	0.5
11	COc1cc(CN2CCC(CO)(Cc3cccc(C(F)(F)F)c3)CC2)ccc1F	-9	2	3	i	-2.1

No.	Scp1 inh	DNMT1 inh	Tb MetRS inh	STEP block	SKN-1 inh
1	-13	-1	0.5	-1	13
7	.	.	0.0	.	4
11	0	3	-0.6	0	-3

Molecules above containing two or more sulfur atoms (3):
No.	molecule	NadD inh	SUMO1-SIM PPI	NRP1-CendR mod	Neddylation inh	LMPTP inh
1	COc1ccc(-c2cc(C(F)(F)F)nc(SCC(=O)NCc3cccs3)n2)cc1OC	-2	-1	4	.	0.2
6	NS(=O)(=O)c1ccc(CNS(=O)(=O)c2ccc3ccccc3c2)cc1	-4	1	6	i	-0.2
8	CCc1cccc(C)c1NC(=O)CCCSc1nc2ccccc2s1	-1	-6	3	i	0.9

No.	Scp1 inh	DNMT1 inh	Tb MetRS inh	STEP block	SKN-1 inh
1	-13	-1	0.5	-1	13
6	5	0	0.0	2	2
8	-3	-2	-0.8	1	7

(further entries)
No.	molecule	NadD inh	SUMO1-SIM PPI	NRP1-CendR mod	Neddylation inh	LMPTP inh
17	Cc1ccc(NC(=O)c2cc3ccccc3oc2=N)cc1	1	-2	5	i	-0.3
18	O=C(O)CSCCn1cccn1	-10	8	-3	i	-0.1
19	CCCCCCN(C(=O)CCCCCN1C(=O)NC(c2ccc([N+](=O)[O-])cc2)C(C(=O)OCc2ccccc2)=C1C)C(C(=O)NCCCC)C1CCCCC1 (stereo unspecified)	5	3	7	i	3.6
20	O=C(c1cc(COc2ccc(F)cc2F)on1)N1C[C@H]2CC[C@H]1C2	-6	-3	-4	i	2.0
21	CCOC(=O)c1ccccc1NC(=O)Nc1ccc(OC)c(OC)c1	-4	-1	-2	i	0.8
22	CC(C)(C)c1ccc(OCCCNC2CCCC2)cc1	-5	-1	-7	i	-1.6
23	Cc1ccc(F)cc1C(=O)N1CCCC1(C)C(=O)NCC(C)C (stereo unspecified)	-7	0	0	i	-1.1
24	O=C(NCCc1ccccc1)C(=O)NCC1OCCCN1S(=O)(=O)c1cccs1 (stereo unspecified)	2	-3	-7	i	0.6

No.	Scp1 inh	DNMT1 inh	Tb MetRS inh	STEP block	SKN-1 inh
17	-4	4	-0.1	0	0
18	-3	1	0.2	0	-5
19	1	4	-0.7	7	-3
20	0	5	-0.4	-1	-7
21	5	0	-0.5	-1	-9
22	-4	-4	1.6	0	6
23	.	5	-0.1	0	-14
24	-2	-5	-0.2	-1	17

New compounds follow
No.	molecule	NadD inh	SUMO1-SIM PPI	NRP1-CendR mod	Neddylation inh	LMPTP inh
25	CCOc1ccc(NC(=O)C2CCN(C(=O)C3CC(=O)N(c4ccc(C)cc4)C3)CC2)cc1 (stereo unspecified)	-6	5	-3	i	-1.7
26	CN(C)c1ccc(Nc2c3c4c(cccc4n(C)c2=O)C(=O)c2ccccc2-3)cc1	13	-20	29*	i	8.5
27	Cc1ccc(S(=O)(=O)N2C[C@H]3C(=O)C[C@@H](c4ccccc4)N(S(=O)(=O)c4ccccc4C)[C@H]3C[C@H]2c2ccccc2)cc1	10	-4	-18	i	1.0
28	Cc1cccc(-n2cnc3cc(C(=O)NCC4CCCO4)ccc32)c1 (stereo unspecified)	-8	-1	6	i	-2.5
29	CC(=O)Nc1cnc(/C=C\CCCO)cn1	1	-10	6	i	-1.9
30	Fc1ccc(Br)cc1/C=N/n1cnnc1	2	-2	-13	i	-0.4
31	Nc1nc(SCc2ccccc2Cl)ns1	-6	0	4	i	0.8
32	NS(=O)(=O)c1cccc(NC(=O)CSc2n[nH]c(-c3cccs3)n2)c1	-2	0	-12	i	-3.6

No.	Scp1 inh	DNMT1 inh	Tb MetRS inh	STEP block	SKN-1 inh
25	-3	-1	-0.1	1	3
26	-5	-3	-0.8	4	1
27	.	-7	0.5	0	14
28	.	1	-0.2	-1	9
29	.	4	0.0	-2	5
30	-3	2	-0.8	-12	-2
31	-11	-1	-0.7	-4	-1
32	-12	3	-0.2	-2	-1

Further structures follow.
No.	molecule	NadD inh	SUMO1-SIM PPI	NRP1-CendR mod	Neddylation inh	LMPTP inh
33	c1ccc(CCn2nnnc2C(c2cccnc2)N2CCN(c3nc4ccccc4s3)CC2)cc1 (stereo unspecified)	9	-3	3	i	2.0
34	C=C1CCC(O)C2(C)CCC3C(C)C(=O)OC3C12O (stereo unspecified)	-2	-3	-4	i	-0.2
35	O=C(Nc1cccnc1)c1ccc(CSc2ccccc2)cc1	4	-5	-2	i	-0.2
36	O=C(OCc1ccc(Cl)c(Cl)c1)c1ccc[nH]1	2	-2	2	i	2.3
37	O=C(CSc1nnc(-c2cccs2)n1Cc1ccco1)Nc1ccc2c(c1)OCO2	-4	1	-6	i	-1.4
38	O=C(COC(=O)c1c(F)cccc1F)NCc1ccc2c(c1)OCO2	-5	2	-3	i	0.2
39	Cc1ccc(CS(=O)Cc2ccc(C(=O)NC3CCCC(C)C3C)o2)cc1 (stereo unspecified)	7	-3	3	i	0.3
40	c1ccc(-c2ccccc2OCCCN2CCCC2)cc1	-5	1	-16	i	-10

No.	Scp1 inh	DNMT1 inh	Tb MetRS inh	STEP block	SKN-1 inh
33	-2	-7	-0.5	-3	-4
34	-3	1	-0.7	-2	2
35	-2	1	-0.3	-4	0
36	-2	-2	-0.7	-3	8
37	-3	-8	-0.2	0	3
38	-7	-3	-0.4	3	7
39	-6	1	-0.2	0	25
40	-8	6	-0.1	2	9

Next part:
No.	molecule	NadD inh	SUMO1-SIM PPI	NRP1-CendR mod	Neddylation inh	LMPTP inh
41	CCOC(=O)c1ccc(-c2ccc3ncnc(NCc4csc(C)n4)c3c2)o1	-8	-14	0	.	1.0
42	O=C(CS(=O)(=O)Cc1ccccc1)Nc1ccc(S(=O)(=O)N2CCOCC2)cc1	-2	2	0	i	-1.3
43	Cc1nc2sc(C(c3ccco3)N3CC(C)OC(C)C3)c(O)n2n1 (stereo unspecified)	-3	-9	19*	i	-0.4
44	COc1cc(OC)cc(C(=O)N[C@H](C(=O)Nc2cc(F)ccc2C)C(C)C)c1	-12	4	2	i	1.7
45	COC(=O)c1ccc(OC)c(CN2CCCN(Cc3ccc(F)cc3)S2(=O)=O)c1	-13	-4	2	i	1.2
46	Nc1nonc1-n1nnc(C(=O)N/N=C/c2cccnc2)c1-c1ccccc1	-6	-21	-2	i	-0.8
47	O=C(N/N=C/c1cccs1)c1cc(-c2ccc3ccccc3c2)n[nH]1	24	-3	-9	i	21
48	O=C(Nc1cccc(Cl)c1)Nc1ccccc1C(=O)O	-8	7	7	.	-2.0
49	CC(C)NC(=O)CN(c1cccc(Br)c1)S(C)(=O)=O	1	-1	-3	i	-0.8

No.	Scp1 inh	DNMT1 inh	Tb MetRS inh	STEP block	SKN-1 inh
41	.	-6	-1.6	2	4
42	-5	2	-0.6	-2	0
43	-5	3	-0.3	9	2
44	-6	-1	-0.9	1	14
45	-12	-4	-0.4	2	5
46	-2	-1	0.3	-1	3
47	1	22	-2.0	3	-3
48	-5	2	-1.6	-6	-1
49	-3	1	-1.3	-3	6

Screening results deposited in PubChem BioAssay by several laboratories.
